PfM18AAP inh = blocks P. falciparum M18 aspartyl aminopeptidase | recombinant PfM18AAP, H-Glu-NHMec fluorogenic cleavage | inhibition, % at 7.35 µM | 290,000 compounds, 1.2% hits | AID 1822;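 active = inhibition above the campaign mean inhibition over all tested compounds plus 3 SD, cut at about 28% in these data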;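 also: 0% = plate median of test compound wells and 100% = 2 mM ZnCl2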
NALP1 inh = NALP1 inhibition | 280,000 compounds, 0.61% hits | S. cerevisiae NALP1/ASC/caspase-1 growth, X-gal OD620, 72 h | inhibition, % at 10 µM; in the data active = inhibition mostly above about 24%, no sharp cut-off; inactive = mostly below about 32%; also: some compounds called inactive have numbers as strong as hits
NS3 helicase inh = blocks Hepatitis C virus NS3 helicase unwinding | AID 1800 | 290,000 compounds, 0.56% hits | NS3 helicase DNA unwinding, Cy5 molecular beacon fluorescence | inhibition, % at 10.9 µM;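 active = inhibition above the mean of all tested compounds plus 3 SD, set per campaign, cut at about 35% in these data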;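 also: 0% = DMSO wells and 100% = thioflavine S control wells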
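Material: hepatitis C virus NS3 helicase domain fragment enzyme; measured by: Cy5 fluorescence, 0 and 60 min reads; control set: DMSO and thioflavine S; incubation: 60 min unwinding reaction at 25 °C after ATP addition; read-out basis: % inhibition from 60/0 min fluorescence ratio, DMSO 0%, thioflavine S 100%; repeats: singlicate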
SUMO HTRF inh = SUMOylation inhibition; P63279; HTRF SUMOylation assay, SAE1/SAE2 + UBC9, in vitro; inhibition, % at 35 µM; 290,000 compounds, 0.36% hits; AID 2006; in the data active = inhibition above about 50%, passing the limit was not always enough; also: strong numbers were not always called active
Target sequence (P63279 whole entry, looked up): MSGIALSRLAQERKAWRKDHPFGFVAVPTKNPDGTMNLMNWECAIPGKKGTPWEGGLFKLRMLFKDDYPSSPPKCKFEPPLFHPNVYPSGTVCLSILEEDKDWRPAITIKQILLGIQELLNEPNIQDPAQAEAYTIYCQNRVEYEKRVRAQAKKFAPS
IMP-1 inhibitor = blocks Pseudomonas aeruginosa IMP-1 metallo-beta-lactamase. purified IMP-1, nitrocefin hydrolysis, epi-absorbance fluorescence. 290,000 compounds, 0.45% hits. AID 1556. inhibition, % at 5.6 µM;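 active = inhibition above the mean plus 3 SD of all compounds in the same screening run, cut at about 4.5% in these data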;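 also: 0% = IMP-1 with DMSO and 100% = DMSO wells lacking enzyme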
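System – purified recombinant IMP-1 beta-lactamase · Input – IMP-1 dispensed at 0.2 nM · Timing – 15 min preincubation plus 25 min reaction at 25 °C · Signal – Epi-absorbance fluorescence, 480 nm excitation, 530 nm emission · Measure – percent IMP-1 inhibition derived from blank-referenced optical density · Controls – Enzyme-plus-DMSO low control, enzyme-free DMSO high control · Replication – singlicate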
MEKK2 mut-MEK5 = signal of MEK5 binding to mutant human MEKK2 PB1 domain; bead flow cytometry, Alexa488-MEK5 binding to MEKK2 mutant; 290,000 compounds, 0.35% hits; percent response, % at 10 µM; AID 1530; in the data active = percent response above about 24%, passing the limit was not always enough; also: inactives centre near 1; some results filed as inactive read as strong as hits
FID counter = displaces DNA intercalator in HCV helicase counter-screen; inhibition, % at 7.9 µM; DNA fluorescent intercalator displacement, fluorescence; AID 1845; 290,000 compounds, 0.17% hits; in the data active = inhibition above about 37%;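 also: 0% = vehicle and 100% = reference compound; higher means more ethidium bromide displaced from hairpin DNA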
VIM-2 inhibitor = blocks Pseudomonas aeruginosa VIM-2 metallo-beta-lactamase; inhibition, % at 5.6 µM; AID 1527; purified VIM-2, nitrocefin hydrolysis, epi-absorbance fluorescence; 290,000 compounds, 0.89% hits;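 active = inhibition above the mean of all tested compounds plus 3 SD, cutoff set per screening run, cut at about 7.5% in these data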;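 also: red hydrolysis product quenches plate fluorescence so inhibitors raise well fluorescence; 0% = enzyme with DMSO and 100% = DMSO without enzyme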
MEKK2wt PB1 HTS = raises or lowers MEK5 binding to wildtype human MEKK2 PB1 domain; bead flow cytometry, Alexa488-MEK5 binding to MEKK2 WT; actives lie on both sides; binding response (% of control), % at 10 µM; 290,000 compounds, 1.1% hits; AID 1531; in the data active = binding response below about 67% or above about 130%
* hit, by the source's call; nt = no result given.

No.	SMILES	VIM-2 inhibitor	SUMO HTRF inh	NS3 helicase inh	MEKK2 mut-MEK5	IMP-1 inhibitor	FID counter	PfM18AAP inh	MEKK2wt PB1 HTS	NALP1 inh
1	CCOC(=O)C1=C(O)C(=O)N(Cc2ccccc2)CC1	1.0	10	-13	8	-2.9	-4	-12	108	-4
2	Cc1cc(=O)[nH]c(NN)n1	-1.6	3	-6	-3	-2.4	1	9	100	nt
3	CS(=O)(=O)N1CCN(Cc2ccc([N+](=O)[O-])cc2)CC1	-2.7	8	9	-11	-0.9	5	-3	90	1
4	COc1ccc(-c2cc(C(=O)N3CCN(C(=O)c4ccccc4F)CC3)[nH]n2)cc1	-0.8	12	-16	-1	-0.8	-44	-2	100	-4
5	FC(F)(F)c1cc(Oc2ccc(Cl)cc2)ncc1-c1nnc(-c2ccc(Cl)cc2)o1	-1.2	-10	3	-5	0.4	-2	-12	97	5
6	CCOC(=O)C1(Cc2ccc(O)cc2)NC(c2ccccc2F)C2C(=O)N(C)C(=O)C21 (stereo not drawn)	2.1	14	-2	2	-2.9	-12	7	99	-6
7	CCCCN(C)C(=O)c1cc2c(Cl)nc3ccccc3c2s1	13*	-23	-4	2	-2.1	-27	6	104	25
8	CC(C)CNC(=O)c1ccccc1N(Cc1ccccc1)S(C)(=O)=O	-2.0	2	0	13	-1.3	-12	-3	113	18
9	COc1cc(NC(=S)N2CCN(S(=O)(=O)c3ccc(C)cc3)CC2)cc(OC)c1	-3.1	-4	-4	6	-1.5	-23	3	101	2
10	CC(=C\c1ccccc1)/C=C1/SC(=S)N(CCC(=O)Nc2ccccn2)C1=O	-2.3	-6	15	-3	-2.5	3	1	94	-9
11	CCc1nn(CCCC(=O)NCc2cc(Br)ccc2OC)c(=O)c2cc3occc3n12	-5.6	17	-3	2	-2.6	-62	4	102	20
12	O=C(CCCCCNC(=O)c1ccccc1)N=Nc1c(O)[nH]c2c(Br)cc(Br)cc12	-2.5	17	10	11	-2.6	-6	2	108	-20
13	Cc1cccc(NC(=O)Cn2nnc3sc4c(c3c2=O)CC(C)(C)OC4)c1	-2.7	11	20	1	-3.0	-9	9	90	13
14	COCCCNC(=O)c1ccc(Cn2c(=O)[nH]c3ccccc3c2=O)cc1	0.3	11	2	-4	-0.1	-5	-5	95	23
15	CN(C)CCNc1nc2c(c(=O)[nH]c(=O)n2C)n1CC(O)COc1ccc(Cl)cc1Cl (stereo not drawn)	-2.2	-9	-11	6	-2.1	18	-7	108	1

New compounds follow:
No.	SMILES	VIM-2 inhibitor	SUMO HTRF inh	NS3 helicase inh	MEKK2 mut-MEK5	IMP-1 inhibitor	FID counter	PfM18AAP inh	MEKK2wt PB1 HTS	NALP1 inh
16	c1coc(CNc2nc(N3CCCCC3)nc3ccccc23)c1	0.4	6	-15	14	-1.3	8	-5	120	44
17	O=C(NCc1cccs1)C1CCN(S(=O)(=O)c2ccc3c(c2)OCCO3)CC1	-1.5	-3	-3	-9	-2.4	-11	1	94	-2
18	C=CCn1nnnc1SCC(=O)Nc1ccccc1C(=O)OC	-0.9	26	6	0	-1.7	-3	-4	101	-4
19	Cc1ccc(NC(=O)C2CCCCC2C(=O)O)cc1Cl (stereo not drawn)	-0.8	1	-3	-2	-1.5	10	-11	95	0
20	CCn1cc(CNC(=O)C2CCC(=O)N(Cc3ccc(Cl)cc3)C2)cn1 (stereo not drawn)	0.7	17	6	4	-1.2	-17	-6	103	22
21	CNC(=S)NNC(=O)c1ccc(=O)n(Cc2ccc(Cl)cc2Cl)c1	-2.6	5	1	3	-2.2	-9	17	104	2
22	Cn1cc(Cl)c(C(=O)NNC(=S)NC2CCCCC2)n1	-4.3	10	-1	-2	-2.4	-12	14	97	17
23	C/C(=N\NC(=O)c1ccc2ccccc2c1)c1cccs1	-4.3	30	8	1	-1.7	-22	-13	101	-1
24	CC1=C(C(N)=O)C(c2ccc(Cl)cc2)NC(=O)N1 (stereo not drawn)	-1.9	nt	4	-3	-2.7	-1	-2	99	nt
25	O=C(Oc1ccc(-c2cn3c(n2)SCC3)cc1)c1ccccc1	-2.0	2	-4	5	-1.8	-17	-2	104	-2
26	COc1ccc(C(=O)CSc2nc3ccccc3n2CC(=O)NC(C)(C)C)cc1	-2.7	8	6	2	0.5	-11	7	97	-9
27	CC(=O)CCc1ccc(Oc2nc(-c3cccnc3)nc3ccccc23)cc1	2.1	15	-1	-3	0.3	-27	9	89	8
28	COc1cccc(CN2CCNC(=O)C2CC(=O)NCCn2cccn2)c1OC (stereo not drawn)	0.2	24	-2	-5	-1.4	-7	-13	95	10
29	CCCNC(=O)C1CN(S(=O)(=O)c2ccccc2)CCN1S(=O)(=O)c1ccccc1 (stereo not drawn)	-1.8	7	8	0	-2.0	-13	-1	100	10
30	COC(=O)N/N=C(/c1ccccc1)C1CCCCC1	-2.3	-13	-4	-3	-0.6	-9	-2	100	22

Further structures:
No.	SMILES	VIM-2 inhibitor	SUMO HTRF inh	NS3 helicase inh	MEKK2 mut-MEK5	IMP-1 inhibitor	FID counter	PfM18AAP inh	MEKK2wt PB1 HTS	NALP1 inh
31	C=CCn1c(SCC(=O)NC(=O)NCc2ccco2)nc2sc(CC)cc2c1=O	-2.0	21	5	1	-1.9	-23	6	98	-9
32	Cc1cccc(N(C(=O)c2csnn2)C(C(=O)NCc2ccccc2)c2cccs2)c1 (stereo not drawn)	-3.2	8	-2	0	-0.6	-28	-1	95	-4
33	CC(C)n1c(=NC(=O)c2ccco2)c(C#N)cc2c(=O)n3ccccc3cc21	1.3	25	-6	nt	-2.5	-7	27	nt	12
34	COc1ccccc1C(O)(C(=O)NNc1cccc(C)c1)c1ccccc1OC	1.1	-11	6	-1	-0.9	-15	-1	100	20
35	CCOC(=O)n1c(=O)n(Cc2ccccc2Cl)c2ccccc21	-1.5	1	-4	8	-1.3	-22	-9	99	-2
36	O=[N+]([O-])c1ccc(OCCCOc2cccc3cccnc23)cc1	-1.4	10	-13	5	-2.7	-24	3	102	14
37	COc1ccc(CNC(=O)CCc2nnc3ccc(N4CCC5(CC4)OCCO5)nn23)cc1	-2.5	9	4	12	-2.4	-28	-3	104	28
38	O=C(C1CCCO1)N1CCN(S(=O)(=O)c2cccc3nsnc23)CC1 (stereo not drawn)	0.1	11	15	nt	-3.6	2	-9	nt	8
39	Cc1nn(CCO)c2nc(-c3cccs3)cc(C(F)(F)F)c12	-3.4	9	8	-3	-1.2	-17	1	89	17
40	O=C(O)c1cc2cc(Cl)ccc2oc1=O	-0.3	-4	1	10	-0.9	0	-5	107	5
41	O=C(COc1ccccc1/C=C1/NC(=O)NC1=O)Nc1ccccc1	-0.7	3	0	0	-3.2	-4	4	95	18
42	CCOC(=O)C1(CC2CCCCO2)CCN(Cc2nccn2-c2ccc(OC)cc2)CC1 (stereo not drawn)	-0.7	6	-1	-4	-2.3	-6	-2	97	-4
43	Cc1cc(OCC(=O)N2CCN(c3ccccc3)CC2)c2c(C)cc(=O)oc2c1	-6.5	10	9	4	0.8	-14	0	102	5
44	CCOC(=O)C1=C(C(F)(F)F)Nc2ncnn2C1c1cc(OC)ccc1OC (stereo not drawn)	-2.8	0	-6	-2	-1.8	-10	-4	98	25
45	C/C(=N\Nc1ccccc1)c1cccc(N)c1	-0.4	-10	3	1	-0.9	-4	14	103	1

The list goes on:
No.	SMILES	VIM-2 inhibitor	SUMO HTRF inh	NS3 helicase inh	MEKK2 mut-MEK5	IMP-1 inhibitor	FID counter	PfM18AAP inh	MEKK2wt PB1 HTS	NALP1 inh
46	CC1(C)Cc2ccccc2C(NNC(=O)c2ccc(Br)o2)=N1	-4.1	4	0	2	-4.8	-6	0	102	9
47	CCc1ccc(-c2nc(CSCC(=O)NCCCN3CCCC3=O)c(C)o2)cc1	-2.2	12	4	2	-2.2	-34	2	97	4
48	Cc1ccc(OC(=O)CCC(=O)Nc2ccc(Br)cc2)cc1	-0.8	-1	3	-3	0.3	-3	-15	93	26
49	COc1ccc(-c2cc(C(=O)N(C)Cc3ccc(OC)c(OC)c3OC)c3ccccc3n2)cc1OC	-3.5	16	-12	7	-2.7	-40	-1	110	19
50	CCn1cc(NC(=O)CCl)c(C)n1	-2.1	0	6	-4	-3.4	2	-12	99	-1
51	COc1ccc(S(=O)(=O)Nc2nnc(C(C)(C)C)s2)cc1	-3.2	12	16	1	-4.4	-35	12	105	-6
52	CC(C)CC(=O)c1c[nH]c(C(=O)NCCCN2CCOCC2)c1	-2.4	2	-5	1	-1.2	2	-12	102	28
53	CN(C)C(CNC(=O)c1ccc2c(=O)n(-c3ccccc3F)c(=S)[nH]c2c1)Cc1ccccc1 (stereo not drawn)	-4.9	27	-25	2	-5.7	17	-2	111	3
54	COc1ccc2nc(C)cc(SCC(=O)N/N=C/c3ccc(O)cc3O)c2c1	-3.8	8	-13	14	-4.9	-3	8	102	4
55	Cc1sc2ncnc(NCc3ccco3)c2c1C	1.8	30	3	nt	-0.4	-8	1	nt	-2
56	O=c1/c(=C\c2cccn2-c2ccccc2)sc2nc3ccccc3n12	-6.6	3	5	5	-3.0	0	2	103	24
57	O=C1Nc2ncccc2OC1CCCl (stereo not drawn)	-2.8	-16	-1	nt	-3.0	0	-1	nt	-19
58	CC1(C)CC(=O)C2=C(C1)NCN(Cc1ccc3c(c1)OCO3)C2	-3.1	6	-2	5	-2.3	-3	3	101	nt
59	COc1ccc(S(=O)(=O)N(C)CC(=O)Nc2ccc(C(F)(F)F)cc2)cc1Cl	-1.4	-3	5	4	-0.5	2	-2	104	16
60	CCn1c(SCc2ccccc2)nc2cc(OC)c(OC)cc2c1=O	4.5	0	-6	2	-2.2	-31	3	105	28
61	O=C(NCc1cccs1)C(=O)NCC1OCCCN1S(=O)(=O)c1cc(F)ccc1F (stereo not drawn)	1.2	-8	12	0	1.2	-22	6	99	2

Screening data from PubChem.
